Shiga inhibitor – blocks Shiga toxin action in Vero cells; inhibition, % at 38.7 µM; Vero cells, Shiga toxin protein synthesis inhibition reporter; 290,000 compounds, 9.2% hits; in the data active means inhibition mostly above about 28%, no sharp cut-off; inactive means mostly below about 43%; further: 0% is about no effect
AmpC inh detg – blocks E. coli AmpC beta-lactamase in detergent assay | P00811 | AmpC hydrolysis of nitrocefin, absorbance 480 nm, 0.01% Triton | Potency, µM (highest dose often 114 µM), for inactives: at the top dose activity change, negative = inhibition, hits mostly inhibitors | 370,000 compounds, 0.041% hits | AID 485294;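 further: potency means the concentration at half of the fitted maximal effect; 0% = no-compound wells and -100% = no-enzyme wells; nearly all actives have a fitted effect of over 25% in size; some results filed as inactive show a strong effect at the top dose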
Target sequence (P00811 whole entry, looked up): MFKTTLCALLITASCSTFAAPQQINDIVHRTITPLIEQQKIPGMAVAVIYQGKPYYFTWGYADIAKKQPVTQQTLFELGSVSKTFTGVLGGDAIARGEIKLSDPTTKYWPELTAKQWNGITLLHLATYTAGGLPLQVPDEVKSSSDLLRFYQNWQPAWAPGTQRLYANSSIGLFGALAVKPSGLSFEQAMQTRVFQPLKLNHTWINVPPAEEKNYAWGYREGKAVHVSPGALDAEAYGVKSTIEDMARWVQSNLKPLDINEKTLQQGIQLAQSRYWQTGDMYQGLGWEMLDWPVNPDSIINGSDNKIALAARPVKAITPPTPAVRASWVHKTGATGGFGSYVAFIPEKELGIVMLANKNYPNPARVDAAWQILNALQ
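AmpC (5.3 nM in the dispensed reagent) in 20 mM phosphate pH 7.0 with 0.01% (detergent screen) or 0.0001% Triton X-100 was preincubated with compounds for 15 min at room temperature. Nitrocefin was then added from an 800 uM solution, and hydrolysis was followed at 480 nm.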
HCMV antiviral – human cytomegalovirus inhibition; activity change, negative = inhibition, % at 57.5 µM; AID 1259415; HFF cells, HCMV-luciferase reporter, 72 h; stronger effect = lower value; 410,000 compounds, 4.5% hits; in the data active means activity change below about -60%; inconclusive means no clear call, values can overlap the other calls; inactive means above about -39%; further: on the % scale 0 is the no-effect control and ±100 the full control effect
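Steps: HFFs plated, 16 h 37C; compounds added; HCMV-luciferase added to MOI 1 PFU/cell; 72 h 37C; OneGlo reagent, 5 min room temperature; luminescence read, normalized to controls.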
Cycloheximide cs – affects cycloheximide protein synthesis inhibition readout, counter-screen | cell reporter, cycloheximide protein synthesis inhibition counterscreen | max response, % | 300,000 compounds, 12% hits | AID 2314; in the data active means max response mostly above about 13%, no sharp cut-off; inactive means mostly below about 14%; further: read at 38.3 µM for the half of the compounds with a filed dose; 0% is about no effect
AMA1 RON2 block – AMA1-RON2 (P. falciparum) interaction inhibition; Potency, µM (titrated, usually from 58.2 µM), inactives show top-dose activity change, negative = inhibition, hits mostly inhibitors; 360,000 compounds, 0.2% hits; AlphaScreen AMA1-biotinylated RON2 peptide binding;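 further: potency means the concentration at half of the fitted maximal effect; 0% = vehicle wells and -100% = peptide control; nearly all actives have a fitted effect of over 45% in size; some results filed as inactive show a strong effect at the top dose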
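AMA1 (3D7) with his tag at 25 nM final met compounds first, then biotinylated RON2 peptide at 25 nM; detection used donor plus acceptor beads, 10 µg/mL apiece, read by AlphaScreen after 30 min at room temperature.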
AmpC no deterg – blocks E. coli AmpC beta-lactamase in detergent-free assay; AmpC nitrocefin hydrolysis, absorbance 480 nm, 0.0001% Triton; 330,000 compounds, 0.52% hits; Potency, µM (doses to about 57.1 µM), for the others: at the highest dose activity change, negative = inhibition, most hits filed as inhibitors;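 further: potency means the concentration at half of the fitted maximal effect; plate controls were no compound for no effect and no enzyme for full effect; nearly all actives have a fitted effect of over 20% in size; some results filed as inactive show a strong effect at the top dose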
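20 mM phosphate pH 7.0 + 0.01% (detergent screen) or 0.0001% Triton X-100; 5.3 nM AmpC reagent; cpd preinc 15 min RT; nitrocefin (800 uM stock) to start; A480 q20 s × 4 min; Activity was normalised to no-enzyme and no-compound control wells.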
FBPA Giardia inh – blocks Giardia fructose-bisphosphate aldolase activity; A8B2U2; purified Giardia FBPA; Potency, µM (series often up to 59.6 µM), inactives show at the highest dose activity, negative = inhibition, hits mostly inhibitors; 290,000 compounds, 0.71% hits; AID 2451; further: potency means the concentration at half of the fitted maximal effect; on the % scale 0 is the no-effect control and ±100 the full control effect; nearly all actives have a fitted effect of over 55% in size
Target sequence (A8B2U2 whole entry, looked up): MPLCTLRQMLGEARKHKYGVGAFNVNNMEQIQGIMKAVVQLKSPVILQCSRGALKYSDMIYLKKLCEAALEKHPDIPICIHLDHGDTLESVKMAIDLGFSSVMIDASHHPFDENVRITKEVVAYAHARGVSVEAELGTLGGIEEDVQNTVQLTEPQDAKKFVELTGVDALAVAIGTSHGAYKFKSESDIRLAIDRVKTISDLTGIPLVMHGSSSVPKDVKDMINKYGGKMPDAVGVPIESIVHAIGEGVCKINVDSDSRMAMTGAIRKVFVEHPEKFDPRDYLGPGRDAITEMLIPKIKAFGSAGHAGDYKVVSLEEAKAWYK
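Giardia FBPA (40 nM reagent) was preincubated 10 min at RT with compound (up to 57.5 uM final), then substrate plus GAPDH/TPI/NAD/arsenate coupling system with diaphorase/resazurin was added; resorufin fluorescence (525/598 nm) was read after 20 min.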
* = called active by the depositor; ? = inconclusive; nt = no result given; [ ] = remark or other dose. Unless noted, the call rests on the fitted dose curve; in most records, active means well fitted curve in the direction sought with a large enough effect; inconclusive means small, poorly fitted or top-dose-only effect, or another doubt; inactive means no such curve, though single readings can be large; an effect the other way counts as inactive or inconclusive.

Every second line gives: Shiga inhibitor, AmpC inh detg, HCMV antiviral, Cycloheximide cs, AMA1 RON2 block, AmpC no deterg, FBPA Giardia inh
COc1ccc(NC(=O)CCCCn2c(=O)[nH]c3ccccc3c2=O)cc1
  2, 2%, 55, 3, -11%, -34%, 1%
COc1ccc(OC)c(C2C(C(C)=O)=C(C)Nc3ncnn32)c1 (stereo not drawn)
  -7, -9%, -18, -7, -3%, -13%, 3%
Cc1cc(CC(C)C)n(-c2nc3ccccc3c(=O)n2OCc2ccccc2)n1
  45, ?, -25, 31*, 28%, 13%, -1%
COc1ccc(C)cc1S(=O)(=O)N1CCC(C(=O)N2CCOCC2)CC1
  -10, 1%, 43, -1, 0%, -2%, 4%
CCc1ccc(NC(=O)NCc2ccccn2)cc1
  46*, -3%, 29, 43*, 12%, 5%, 3%
O=C(O)CCC(=O)N1N=C(c2ccco2)CC1c1ccco1 (stereo not drawn)
  -12, -10%, -14, -1, -19%, -7%, 4%
Cc1ccc(S(=O)(=O)NCCC(=O)N2CCN(S(=O)(=O)c3cccc(F)c3)CC2)cc1C
  nt, -13%, 9, nt, -4%, 40%, nt
CC(C)(C)n1nnnc1C(c1cccc(C(F)(F)F)c1)N1CCOCC1 (stereo not drawn)
  -2, -14%, 6, -2, 17%, 43%, 3%
CN(Cc1ccccc1)S(=O)(=O)c1ccc(N2CCOCC2)nc1
  -4, 2%, 12, -4, -14%, 2%, -5%
CCc1c(O)nc(SCC(=O)Nc2ccccc2C)[nH]c1=O
  -13, -11%, 26, -2, -5%, -47%, 2%
O=C(COC(=O)c1cccc(F)c1)NC1CC1
  -10, 5%, 11, 16, 2%, -7%, 5%
O=C(CN1CCN(S(=O)(=O)c2ccc(F)cc2)CC1)NCC1(N2CCOCC2)CCCCC1
  nt, 5%, -15, nt, 17%, 170%[activator], nt
COc1cc(S(=O)(=O)N2CCOCC2)ccc1NC(=O)CSc1nnc(N)s1
  3, -11%, 23, -6, 4%, -22%, 0%
O=C(CCCCCCN1C(=O)c2ccccc2C1=O)NC1CCCCC1
  5, 3%, -9, -1, -5%, -12%, 0%
CCOc1ccc(CN2C(=O)c3ccccc3C2=O)cc1C(=O)O
  -3, ?, 16, 0, -8%, -10%, 0%
CCCCNC(=O)NS(=O)(=O)c1ccc(NS(=O)(=O)c2ccccc2)cc1
  -3, ?, -13, -5, -6%, -22%, 7%
COc1ccc(C(=O)OCC(=O)N2CCc3ccccc3C2)cc1OC
  nt, nt, 15, nt, -4%, -1%, nt
CC1CC(C)CN(CCCNC(=O)Cc2c(C(=O)O)[nH]c3ccccc23)C1 (stereo not drawn)
  -11, -11%, 5, -2, -30%, 1%, 0%[12.9 µM]
CC1CCc2nc(NC(=O)c3cc(C(C)(C)C)nn3C)sc2C1 (stereo not drawn)
  12, -9%, 23, 4, 0%, -14%, 0%
CC(C)(C)c1ccc(C(=O)NCCCNC(=O)c2cccnc2)cc1
  21, -1%, 49, 3, -1%, 24%, -12%
CCOc1ccccc1N1CCN(Cc2ccc(Br)s2)CC1
  -10, 1%, -10, 1, ?, 22%, -21%
Cc1ccccc1CN1CCN(Cc2ccccc2C(F)(F)F)CC1
  -12, -2%, -11, -3, ?, 16%, ?
O=C(Cn1nnc(-c2ccccc2)n1)Nc1ccc2c(c1)OCO2
  -19, 2%, 32, -1, -6%, -15%, 6%
O=c1[nH]c2cc3c(cc2cc1CN(CCc1ccccc1)Cc1nnnn1C1CCCC1)OCCO3
  19, -17%, nt, 2, nt, -26%, ?
C=CC[C@@H](Cc1ccc(F)cc1)C(=O)OC[C@@H]1CCCN1C(=O)[C@H](CC=C)CC(=O)N(CCO)Cc1ccccc1
  nt, nt, -36, nt, -3%, 273%[activator], nt
Cc1ccc(S(=O)(=O)N(C)CC(=O)OCC(=O)NCCc2ccc(S(N)(=O)=O)cc2)cc1
  nt, nt, -34, nt, -13%, -8%, nt
Cc1cc(C)nc(N2CCCC(C(=O)NCCC3=CCCCC3)C2)n1 (stereo not drawn)
  -25, ?, 9, -5, -2%, -8%, 1%
CC(=O)c1cccc(NC(=S)Nc2ccc(F)cc2)c1
  19, ?, -16, 13*, 18%, 36%, -10%
N#CC1=C(N)Oc2cc(O)ccc2C1c1ccncc1 (stereo not drawn)
  -20, -13%, 14, -1, -3%, -11%, 3%
CCOC(=O)c1nc(NCc2cccc(OC)c2)c2ccccc2n1
  -12, 3%, -23, 4, 5%, -7%, 1%
Cn1c(SCC(=O)N2CCN(C(=O)c3ccco3)CC2)nnc1-c1ccc(NS(C)(=O)=O)cc1
  15, 5%, -14, -2, 8%, 1%, -2%
Clc1ccc(/C=C/c2ncc3ccccn23)cc1
  83*, -1%, 60, 33*, 59%[activator], -19%, -3%
COc1ccc2ccccc2c1/C=N/NC(=O)c1ccc([N+](=O)[O-])cc1
  -7, -14%, -31, -1, 12%, -17%, 4%
Fc1cccc(Cc2noc(CN3CCCCC3CCc3ccccn3)n2)c1 (stereo not drawn)
  -4, 4%, -18, -3, 0%, 111%[activator], 2%
COc1ccccc1-c1nnc(NC(=O)C(C)SC2=NCCS2)s1 (stereo not drawn)
  -4, ?, 4, -2, 36%[activator], 65%[activator], -7%
CCOC(=O)c1csc(N)c1-c1ccc([N+](=O)[O-])cc1
  -17, 3%, -71*, -2, -13%, -42%, ?
CCC(=O)NC(C)C(c1cccs1)N1CCN(Cc2ccccc2)CC1 (stereo not drawn)
  3, ?, 68, -2, 13%, 45µM*, 3%
O=C(COC(=O)c1ccc(S(=O)(=O)N2CCCC2)cc1)Nc1ccc(F)cc1F
  14, ?, -8, -1, -2%, -13%[11.4 µM], 5%
CN(C)C1=NCCN1CCc1ccc(F)cc1
  nt, 0%, -8, nt, 0%, -25%, nt
COc1ccc(-c2nnc(COc3ccc4ccccc4c3)o2)cc1OC
  -13, 3%, -8, 10, -10%, 108%[activator], -7%
COc1ccc(NS(=O)(=O)c2ccc(C)c(C(=O)N(C)CCc3ccc(OC)c(OC)c3)c2)cc1
  nt, -6%, -17, nt, -24%, 37%, nt
COc1ccc(CC2(CO)CCN(CC3=Cc4cc(Cl)ccc4OC3)CC2)cc1
  -7, ?, ?, -4, -17%, 100%[activator], 2%
O=C(CCCc1ccccc1)c1ccccc1
  97*, 1%, 40, 46*, 110%[activator], -18%, 0%
CCO[C@@H]1OC(C(=O)N2CCN(Cc3ccccc3)CC2)=C[C@H](c2cn(C(C)=O)c3ccccc23)[C@H]1CCCO
  -10, 12%, -16, 0, -10%, 217%[activator], -8%
CCCN(CC(=O)Nc1ccccc1OC)C(=O)c1cnc(Cl)c(Cl)c1
  -6, -1%, 27, -6, 0%, 15%, 19%
C/C(=N\NC(=S)NCc1ccccc1)c1ccc(Br)cc1
  25, 10%, 378, 2, 12%, -26%, 0%
CCCCSc1nc(C)c(C(C)=O)cc1C#N
  79*, -2%, 11, 32*, 34%[activator], -1%, 8%
COc1ccc(O)c(C2(O)C(=O)c3ccccc3C2=O)c1
  -6, -4%, 13, -1, -6%, -17%, 7%
Cc1onc(-c2c(F)cccc2Cl)c1C(=O)NCC1COc2ccccc2O1 (stereo not drawn)
  -4, -2%, -32, -3, 42%[activator], 2%, 8%
COc1cccc(N2CCN(c3ccc(S(=O)(=O)N4CCN(C)CC4)cc3[N+](=O)[O-])CC2)c1
  nt, nt, -38, nt, ?, 282%[activator], nt

Next results follow:
Every second line gives: Shiga inhibitor, AmpC inh detg, HCMV antiviral, Cycloheximide cs, AMA1 RON2 block, AmpC no deterg, FBPA Giardia inh
O=C(c1cc2ccccc2oc1=O)N(Cc1ccc(F)cc1)C1CCS(=O)(=O)C1 (stereo not drawn)
  130*, -8%, -10, 64*, -6%, -10%, -4%
CCC(=O)Nc1ccc(C(=O)CSc2nc3ccccc3cc2CC)cc1
  1, 3%, 29, -1, 4%, -16%, 1%
CCn1cc(C(=O)O)c(=O)c2cc(F)c(N3CCN(C(=S)NC(=O)c4ccccc4F)CC3)cc21
  2, -1%, 0, -1, 45%[activator], 6%, ?
O=C(COC(=O)/C=C/c1ccc(Cl)cc1)Nc1ccc2[nH]c(=O)[nH]c2c1
  nt, -15%, -19, nt, 25%, -14%, nt
CCOc1ccc(C2CC(=O)NC3=C2C(=O)CCC3)cc1 (stereo not drawn)
  -7, -16%, -3, -2, 5%, -17%, 4%
Cc1ccc(-n2nnnc2CN2CCCCC2)cc1
  -9, -1%, -27, -3, -10%, -2%, 6%
COc1ccc(-n2c(SCC(=O)Nc3nccs3)nc3sc4c(c3c2=O)CCN(C)C4)cc1
  10, -1%, -14, -4, -6%, 86%[activator], -10%
CCC1=C(C)CN(C(=O)NCCc2ccc(S(=O)(=O)NC(=O)NC3CCC(C)CC3)cc2)C1=O (stereo not drawn)
  nt, nt, 26, nt, 2%, nt, ?
CCc1c(C(=O)Nc2nnc(C3CC3)s2)csc1C
  27, -9%, 84, 16, -1%, -17%, 0%
COC(=O)C1=C(CS(=O)(=O)c2ccc(OC)c(OC)c2)NC(=O)NC1c1ccc(O)c(OC)c1 (stereo not drawn)
  -2, 4%, -11, -2, 1%, -10%, 7%
COc1ccc(S(=O)(=O)N2CCCCC2)cc1NC(=O)Cc1cccs1
  nt, -3%, 0, nt, -1%, -25%, nt
COc1cc(C(=O)NCC2CCCN2S(=O)(=O)c2cccs2)cc(OC)c1OC (stereo not drawn)
  nt, -6%, 29, nt, 1%, -19%, nt
Cn1c(Cc2cccs2)nnc1SCC(=O)Nc1ccccc1F
  nt, ?, -13, nt, 20%, -8%, nt
COc1cccc(-c2nc(CS(=O)(=O)CC(=O)NCc3ccccc3)c(C)o2)c1
  -4, -9%, -12, -1, -5%, 17%, 7%
CCN(CC)c1c([N+](=O)[O-])c(=O)sc2ccccc12
  -3, 9%, -7, -6, -1%, -32%, 10%
O=C1CCCC2=C1C(c1ccco1)Nc1ccc3ccccc3c12 (stereo not drawn)
  45*, ?, 28, 33*, ?, -39%, -28%
Cc1ccsc1C1C(C(=O)O)c2ccccc2C(=O)N1C (stereo not drawn)
  -4, -8%, -19, -6, -15%, -7%, 7%
C#CCSc1n[nH]c(-c2ccco2)n1
  2, -9%, 3, 3, 1%, -22%, ?

Compound activity deposited in PubChem by National Center for Advancing Translational Sciences (NCATS).
